# CatL inh = inhibitors of human cathepsin L; inhibition, %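 (tested at 10 µM)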; purified cathepsin L, fluorogenic substrate, fluorescence; P07711; actives 0.17% (n = 58,000); AID 460; in the data active = inhibition above about 45%;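 also: 0% = enzyme with no compound and 100% = no enzyme blank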
# Target sequence (P07711 114-288 limits assumed): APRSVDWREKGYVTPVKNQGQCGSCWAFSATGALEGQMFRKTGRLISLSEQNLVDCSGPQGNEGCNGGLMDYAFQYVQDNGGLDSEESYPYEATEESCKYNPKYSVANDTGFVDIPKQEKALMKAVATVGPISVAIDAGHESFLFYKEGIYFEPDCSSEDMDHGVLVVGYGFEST
# Target sequence (P07711 292-333 limits assumed): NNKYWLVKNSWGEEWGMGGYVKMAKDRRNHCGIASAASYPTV
# CatB block = inhibitors of human cathepsin B; inhibition, %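 (tested at 10 µM)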; actives 0.1% (n = 63,000); purified cathepsin B, fluorogenic substrate, fluorescence; in the data active = inhibition above about 21%;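 also: 0% = enzyme with no compound and 100% = no enzyme blank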
# * hit, by the source's call; i = inactive. An excerpt, so the mix of outcomes need not match the whole.
SMILES | CatL inh | CatB block
O=C(O)CC(SCc1ccc(C(=O)O)o1)C(=O)O (stereo not given) | 9.8 | -1.3
CSc1nc(C)c2c(c1C#N)CCCC2 | -1.2 | -3.8
CCC(C)Nc1nc(OC)nc(N(C)C#N)n1 (stereo not given) | 20.4 | 0.8
O=c1oc2c(CN3CCCCC3)c(O)ccc2c2c1CCCCC2 | i | -33.1
N#Cc1nc(-c2ccc(Cl)cc2)oc1N1CCCCC1 | -143.9 | -2.3
CC(=O)Nc1ccc(OC(=O)CC2SC(=O)NC2=O)cc1 (stereo not given) | 1.2 | 1.1
CCOC(=O)NC(Nc1cc(C)on1)(C(F)(F)F)C(F)(F)F | -11.1 | 1.1
Cc1cc2c(c(=O)n1Cc1cccnc1)C(c1ccccc1)C(C#N)=C(N)O2 (stereo not given) | -18.2 | -4.5
N#Cc1nc(-c2cccs2)oc1NCc1ccc2c(c1)OCO2 | -106.5 | -0.6
C=CCNc1sc(C(=O)C2CC2)c(N)c1C#N | 4.5 | 0.9
Cc1ccc(S(=O)(=O)N2CCC(N3CCCCCC3)CC2)cc1 | -5.9 | 0.3
CCOc1ccc(CC2CC(=O)NC2=O)cc1 (stereo not given) | 14.4 | 0.8
Cc1ccccc1COc1ccc(/C(O)=C2/C(=O)C(=O)N(CCCn3ccnc3)C2c2ccco2)cc1 (stereo not given) | 10.4 | -0.2
CCOC(=O)c1nc2nc(C)c(Cl)c(=O)n2[nH]1 | -0.6 | -0.4
O=c1c2sc3nc(N4CCOCC4)c4c(c3c2ncn1Cc1ccco1)CCCC4 | 10.9 | 4.6
COC(=O)CSc1nnc(C)c(=O)[nH]1 | 3.5 | 1.1
CCOC(=O)Cn1nc(C)c2ccccc2c1=O | 15.3 | -1.0
CSc1nc2sc3c(c2c(=O)[nH]1)CCC(C)C3 (stereo not given) | -1.5 | -2.8
CC1(C)Cc2c(c(-c3ccco3)[nH]c(=O)c2C#N)CS1 | -2.1 | 6.4
COc1ccc(C2NC3=C(CCC3)C3(C#N)C(OC)(OC)N=C(N)C23C#N)cc1 (stereo not given) | 2.2 | 0.7
CC1(C)Cc2c(sc3c2C(=O)N(c2ccccc2)C2=NCCCN23)CO1 | 5.0 | -2.1
Cc1ccccc1N1C(=O)C2ON(c3ccccc3)C(c3cccnc3)C2C1=O (stereo not given) | 10.7 | 5.2
COC(=O)CSc1nnc2n(-c3ccc(OC)cc3)c(=O)c3c4c(sc3n12)CCCCC4 | 8.7 | 0.8
COc1ccc2c(c1)c(C(=O)CN1CCOCC1)c(C)n2C | 10.7 | -0.4
C=CCn1c(=N)c(C(=O)OCC)cc2c(=O)n3cccc(C)c3nc21 | -84.4 | -14.9
CCCSc1nnc2n(C)c(=O)c3c4c(sc3n12)CCC4 | 24.3 | -0.9
CCCCOc1ccccc1/C=c1/sc2nc(-c3oc4ccccc4c3C)nn2c1=O | 33.5 | 3.9
CCOC(=O)C1(c2nc(N)cs2)COC(=O)C1 (stereo not given) | 33.3 | 3.2
CCOC(=O)C1=C(C)OC(N)=C(C#N)C1c1cc2ccccc2nc1N1CCCCC1 (stereo not given) | -12.8 | -0.6
Cn1c(NCc2cccnc2)nc2c1c(=O)n(Cc1ccccc1F)c(=O)n2C | -3.7 | 1.0
COc1ccc(N(CN2C(=O)C3C4C=CC(C4)C3C2=O)C(=O)c2ccco2)cc1 (stereo not given) | 1.6 | 1.7
COc1ccc(-c2nn3c(COc4ccccc4)nnc3s2)cc1OC | 31.2 | 2.1
CCCCn1c2nc3ccccc3nc2c2c(=O)n(CC(C)C)cnc21 | -62.4 | -0.7
COc1cccc(-c2nn3c(-c4ccco4)nnc3s2)c1 | -2.4 | 4.2
CCOC(=O)c1[nH]c2ccc(Br)cc2c1NC(=O)CCN1CCN(C(=O)OCC)CC1 | -3.6 | -4.2
Fc1ccc(OCCOCCNCC2CCCO2)cc1 (stereo not given) | 6.2 | -2.8
Cc1nn(-c2ccccc2)c2c1C(c1ccc(F)cc1F)C(C#N)=C(N)O2 (stereo not given) | 7.6 | 0.9
O=C(c1coc(=O)c(Br)c1)N1CCCc2ccccc21 | -113.4 | -2.9
CC(C)(C)C1=Nn2c(nnc2C2CCCCC2)SC1 | 12.0 | 4.7
Cn1cc(Br)cc2nc(C(F)(F)F)nc1-2 | 5.2 | 1.6
CCCCOc1ccccc1C(=O)NCCCCCC(=O)O | 9.9 | -3.9
CNc1oc(-c2ccccc2Cl)nc1C#N | -0.7 | 2.8
CCOC(=O)C1=C(C)NC(=O)C1CC(=O)Nc1ccccc1 (stereo not given) | 1.0 | -1.1
COc1cccc(C(=O)NCC(=O)n2nc(C)cc2C)c1 | 2.6 | -3.6
Cc1ccc(C2C(C(=O)c3cc4ccccc4o3)=C(O)C(=O)N2CCN(C)C)o1 (stereo not given) | 2.4 | 1.9
C=CCOc1ccc(/C(O)=C2/C(=O)C(=O)N(CCCN3CCOCC3)C2c2ccccc2)cc1 (stereo not given) | -1.9 | 2.8
OC1CN=C2Sc3ccccc3N2C1 (stereo not given) | -0.8 | -0.9
COC(=O)CC1=C(C(=O)OC)C(c2cccc(OCC(N)=O)c2)C(C#N)=C(N)O1 (stereo not given) | 22.4 | 4.2
COc1cc(C2C3C(=O)N(c4ccc(F)cc4)C(=O)C3ON2c2ccccc2)ccc1O (stereo not given) | 5.2 | -1.0
Cn1c(OCc2cccnc2)nc2c1c(=O)n(Cc1ccccc1)c(=O)n2C | -6.4 | -1.4

# The list goes on.
SMILES | CatL inh | CatB block
CCCc1cc(NCCCCO)n2c(nc3ccccc32)c1C#N | -352.8 | -4.4
Clc1ccc2nc(CSc3nc4ccccc4o3)cn2c1 | -11.7 | 1.6
CCOC(=O)NC(Nc1sc2c(c1C(N)=O)CCCC2)(C(=O)OCC)C(F)(F)F (stereo not given) | -6.0 | 2.2
Cn1c(NCCCO)nc2c1c(=O)n(Cc1ccccc1F)c(=O)n2C | -5.0 | -1.4
COC(=O)CSc1nc2c(c(=O)n(C)c(=O)n2C)n1CCC(C)C | -5.4 | 3.1
Nc1nnc(CSCc2ccc(F)cc2)s1 | 11.3 | -1.0
Cc1ccc(NC(=O)CSC2=C(C#N)C(c3ccco3)C3=C(CCCC3=O)N2)cc1 (stereo not given) | 3.6 | -1.4
Nc1nnc(CSc2ccc(Cl)cc2)s1 | -1.4 | -3.9
CC(=O)N(Cc1ccccc1)c1ccc(C(=O)O)cc1 | 19.6 | 1.2
Cc1sc(-n2c(C)ccc2C)c(C#N)c1C | -1.0 | 0.7
COc1ccc(C2CC(C(F)(F)F)n3ncc(C(=O)Nc4cccc(O)c4)c3N2)cc1OC (stereo not given) | 11.7 | 4.3
CCNC(=O)COn1c(SCC(=O)NCC)nc2ccccc2c1=O | 20.4 | 3.2
CC(C)OCCCNc1ncnc2c1cnn2-c1ccccc1 | 39.6 | 0.4
COC(=O)c1sc(NC(=O)c2oc3ccccc3c2C)nc1C | 6.1 | 5.0
CNC(=O)Nc1cccc(NC(=O)NC)n1 | -4.7 | 1.3
CCOC(=O)c1c(C(C#N)C#N)cc(C)nc1C | 13.0 | 6.5
O=S(=O)(/C=C/c1ccccc1)Nc1ccc2c(c1)OCO2 | -14.5 | 3.1
CCOC(=O)c1cc(C)n(-c2ccc(OC)c(OC)c2)c1C | 6.8 | 3.7
Cc1c(/C(O)=C2/C(=O)C(=O)N(CCCN3CCOCC3)C2c2ccncc2)cnn1-c1ccccc1 (stereo not given) | -2.0 | 0.1
CN=c1sc2ccccc2n1CC(O)COc1ccccc1 (stereo not given) | 7.1 | -0.2
COc1ccccc1C1/C(=C(/O)c2ccc(C)cc2)C(=O)C(=O)N1Cc1ccco1 (stereo not given) | 18.8 | 3.2
COc1cc(-c2nn3c(-c4ccco4)nnc3s2)cc(OC)c1OC | 13.6 | 7.3
COc1ccc2[nH]c(C)c(C(=O)CN3CCc4cc(OC)c(OC)cc4C3)c2c1 | 10.8 | -2.8
COc1cccc(C2C(C(=O)c3sc(C)nc3C)=C(O)C(=O)N2CCN2CCOCC2)c1OC (stereo not given) | 1.9 | 6.0
CCn1cc(/C=N/O)c(C)n1 | 2.6 | 1.1

# Single records (already shown). Order of screens: CatL inh, CatB block
# CCOC(=O)c1c(C(C#N)C#N)cc(C)nc1C in the list: 13.0, 6.5
# CCn1cc(/C=N/O)c(C)n1 in the list: 2.6, 1.1
# CC(=O)N(Cc1ccccc1)c1ccc(C(=O)O)cc1 in the list: 19.6, 1.2
# CCNC(=O)COn1c(SCC(=O)NCC)nc2ccccc2c1=O in the list: 20.4, 3.2

# Further entries follow.
SMILES | CatL inh | CatB block
CCCc1cc(Nc2c(C)n(C)n(-c3ccccc3)c2=O)n2c(nc3ccccc32)c1C#N | -2.9 | 11.1
Cc1nn(CCO)c2c1C(=O)CCC2 | -5.2 | -1.2
CCOC(=O)COn1c(=O)c(-c2ccco2)[n+]([O-])c2ccccc21 | 8.9 | 4.2
O=C1C(=O)N(Cc2cccnc2)C(c2ccccn2)/C1=C(/O)c1ccc(Br)cc1 (stereo not given) | 16.1 | 0.0
COc1ccc2c(=O)c(-c3nc(C)cs3)coc2c1 | 16.1 | -9.3
CC(=O)/C(C#N)=C1\NC(=O)C(Cc2ccccc2Cl)S1 (stereo not given) | 7.0 | 2.5
Cn1c(OCc2ccc3c(c2)OCO3)nc2c1c(=O)n(Cc1cccc(Cl)c1)c(=O)n2C | 10.1 | -0.8
Cc1oc2cc(O)cc(C)c2c(=O)c1-c1cnn(-c2ccccc2)c1 | 5.9 | 5.8
CCc1cccc(CC)c1N(COC)C(=O)Cn1nnc2ccccc21 | -8.0 | -3.0
Cc1ccc(C#N)c(SCc2cc3c(cc2Cl)OCO3)n1 | -17.4 | 0.6
CCc1nnc(NC(=O)CSc2nc(C)c3c(c2C#N)CCCC3)s1 | -3.2 | -2.3
CCOC(=O)c1[nH]c2cc3c(cc2c1NC(=O)CN1CCC2(CC1)OCCO2)OCO3 | -109.5 | 4.0
Cc1cccc(-n2ncc3c(NCCN4CCOCC4)ncnc32)c1 | 21.9 | -1.8
CNc1nc(C)c(C#N)cc1C(C)=O | -0.8 | 1.6
CCOC(=O)CSC1=C(C#N)C(c2ccc(OC)cc2)C2=C(CC(C)(C)CC2=O)N1 (stereo not given) | -5.5 | -1.1
CC(C)(C)OC(=O)NCCC(=O)Oc1ccc2ccc(=O)oc2c1 | -69.4 | 4.0
CC(C)Oc1ccc(C(=O)CCN2CCCCC2)cc1 | -3.7 | 1.3
CCCc1[nH]nc2c1C(c1cccc(OC)c1)C(C#N)=C(N)O2 (stereo not given) | -3.7 | -0.1
Cn1c2ccccc2c2nn(-c3ccccc3)c(=O)cc21 | 16.0 | 6.6
Cc1ccsc1C1NC(=O)c2c(sc3c2CCCC3)N1 (stereo not given) | -1.5 | 1.0
Cc1ccc2[nH]c3c(NCCN4CCOCC4)ncnc3c2c1 | -15.6 | 5.4
CCCCNC(=O)N(C)c1nncnc1C(=O)NC | 10.4 | 2.1
COc1ccc(/C(O)=C2/C(=O)C(=O)N(CCN3CCOCC3)C2c2cccnc2)cc1OC (stereo not given) | -2.5 | -0.3
CC1CN(C2CCN(C(=O)c3ccccc3Cl)CC2)CC(C)O1 (stereo not given) | -4.8 | 0.3
Clc1ccc2[nH]c3c(NCCCN4CCOCC4)ncnc3c2c1 | -0.5 | 4.9
CC(=O)Nc1cc2c(cc1Br)OCCO2 | 4.9 | -0.7
Cc1ccc2[nH]c3c(c2c1)CN(C(=O)CN1CC(C)OC(C)C1)CC3 (stereo not given) | 8.1 | 1.4
Nc1nnnn1N=C1CCCCC1 | -18.3 | 1.4
O=c1[nH]nc2n1CCCCC2 | -2.0 | 0.5
Nc1nnc(Cc2ccc(Cl)c(Cl)c2)s1 | 1.4 | -0.7
CSc1nc2sc3c(c2c2nnnn12)CC(C)(C)OC3 | -9.8 | -1.2
Cc1ccc(N(CC(=O)O)C2SC(=O)NC2=O)cc1 (stereo not given) | -1.1 | -0.9
CSc1nc(N)nc(SCC(=O)C23CC4CC(CC(C4)C2)C3)c1C#N | 9.3 | 1.2
COCc1[nH]nc2c1C(c1ccnc3ccccc13)C(C#N)=C(N)O2 (stereo not given) | 12.6 | 0.8
O=c1[nH]c2sc3c(c2c(=O)n1Cc1ccccc1)CCC3 | 11.3 | 3.0
O=C1c2ccccc2S(=O)(=O)N1CC(O)COc1ccc(Cl)cc1 (stereo not given) | -0.8 | 0.9
CC(O)CNc1nc2c(c(=O)n(C)c(=O)n2C)n1CCc1ccccc1 (stereo not given) | -1.7 | -5.6
COc1cc(C2C(C(=O)c3ccc(C)o3)=C(O)C(=O)N2c2cc(C)on2)cc(OC)c1OC (stereo not given) | -1.7 | -3.0
CCOc1cccc(-c2nnc3sc(COc4ccccc4)nn23)c1 | 32.9 | 0.4
O=C(Nc1ccccc1)c1cc(N2CCOCC2)nc2ccccc12 | 8.8 | 4.1
CN1C(=O)NC(c2ccccc2)C2=C1CN(Cc1ccccc1)C2=O (stereo not given) | -17.9 | 2.0
C=CCNc1nc(N2CCCCC2)c(C#N)c2c1CN(Cc1ccccc1)CC2 | -8.9 | 0.2
Cn1c(=NCC(O)COc2ccccc2)sc2ccccc21 (stereo not given) | -2.2 | -4.3
N#Cc1cc(Oc2cccc3cccnc23)c(-n2nnc3ccccc32)cc1C#N | 16.7 | -1.5
COc1ccc(CCn2c(C)cc3c(c2=O)C(c2ccc4c(c2)OCO4)C(C#N)=C(N)O3)cc1OC (stereo not given) | -2.5 | 4.2
CCCOC(=O)CSC1=C(C#N)C(c2ccccc2OC)C(C#N)C(=O)N1 (stereo not given) | 14.4 | 6.2
Cc1ccc(-c2nn(C)c(=O)c3ccccc23)cc1CNC(=O)CSc1nc2ccccc2o1 | 32.4 | 4.9
O=C1OC2CCC1(c1ccccc1)C2 (stereo not given) | 5.3 | 4.1
CN(C)c1oc(-c2cccs2)nc1C#N | -497.5 | -17.8

# In the list so far, four contain a CF3 group.
SMILES | CatL inh | CatB block
CCOC(=O)NC(Nc1cc(C)on1)(C(F)(F)F)C(F)(F)F | -11.1 | 1.1
Cn1cc(Br)cc2nc(C(F)(F)F)nc1-2 | 5.2 | 1.6
CCOC(=O)NC(Nc1sc2c(c1C(N)=O)CCCC2)(C(=O)OCC)C(F)(F)F (stereo not given) | -6.0 | 2.2
COc1ccc(C2CC(C(F)(F)F)n3ncc(C(=O)Nc4cccc(O)c4)c3N2)cc1OC (stereo not given) | 11.7 | 4.3
